proKLK7 act = activates the human kallikrein-7 zymogen; 370,000 tested, 0.9% active; AID 652039; P49862; activation, % at 7 µM; purified proKLK7, EDANS-DABCYL substrate fluorescence; 100% is mature enzyme control, 0% vehicle;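 active = activation above the mean of all tested compounds plus 3 SD, computed per campaign excluding outliers beyond control limits, cut at about 13% in these data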
rCAG binder = r(CAG) repeat RNA binding | TO-PRO-1 dye displacement fluorescence | inhibition, % at 3 µM | 370,000 tested, 1.3% active | AID 651821;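 active = inhibition above the plate cutoff, the mean of all test compounds on that plate plus 3 SD, cut at about 35% in these data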;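 also: 0% = DMSO alone and 100% = 100 µM mitoxantrone as full dye displacement; higher means more dye released from RNA so lower well fluorescence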
ADAM10 inh = ADAM10 inhibition, QFRET primary screen; O14672; recombinant ADAM10, EDANS/DABCYL FRET peptide cleavage, 3 h; inhibition, % at 7 µM; 370,000 tested, 0.62% active; AID 720582;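 active = inhibition above a per-campaign cutoff equal to the mean of compounds falling between control-based bounds plus 3 SD, cut at about 20% in these data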;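 also: 0% = DMSO wells while the 100% control is not disclosed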
GC-B act = GC-B (human) receptor activation | activation, % at 10 µM | HEK293-GC-B cells, CNP EC30, cGMP TR-FRET; 0% at EC30 CNP, 100% saturating CNP | 370,000 tested, 0.11% active;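 active = activation at 10 µM reaching about 35% in either raw or pattern-adjusted values, limit read from the data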
Target sequence (P20594 whole entry, looked up): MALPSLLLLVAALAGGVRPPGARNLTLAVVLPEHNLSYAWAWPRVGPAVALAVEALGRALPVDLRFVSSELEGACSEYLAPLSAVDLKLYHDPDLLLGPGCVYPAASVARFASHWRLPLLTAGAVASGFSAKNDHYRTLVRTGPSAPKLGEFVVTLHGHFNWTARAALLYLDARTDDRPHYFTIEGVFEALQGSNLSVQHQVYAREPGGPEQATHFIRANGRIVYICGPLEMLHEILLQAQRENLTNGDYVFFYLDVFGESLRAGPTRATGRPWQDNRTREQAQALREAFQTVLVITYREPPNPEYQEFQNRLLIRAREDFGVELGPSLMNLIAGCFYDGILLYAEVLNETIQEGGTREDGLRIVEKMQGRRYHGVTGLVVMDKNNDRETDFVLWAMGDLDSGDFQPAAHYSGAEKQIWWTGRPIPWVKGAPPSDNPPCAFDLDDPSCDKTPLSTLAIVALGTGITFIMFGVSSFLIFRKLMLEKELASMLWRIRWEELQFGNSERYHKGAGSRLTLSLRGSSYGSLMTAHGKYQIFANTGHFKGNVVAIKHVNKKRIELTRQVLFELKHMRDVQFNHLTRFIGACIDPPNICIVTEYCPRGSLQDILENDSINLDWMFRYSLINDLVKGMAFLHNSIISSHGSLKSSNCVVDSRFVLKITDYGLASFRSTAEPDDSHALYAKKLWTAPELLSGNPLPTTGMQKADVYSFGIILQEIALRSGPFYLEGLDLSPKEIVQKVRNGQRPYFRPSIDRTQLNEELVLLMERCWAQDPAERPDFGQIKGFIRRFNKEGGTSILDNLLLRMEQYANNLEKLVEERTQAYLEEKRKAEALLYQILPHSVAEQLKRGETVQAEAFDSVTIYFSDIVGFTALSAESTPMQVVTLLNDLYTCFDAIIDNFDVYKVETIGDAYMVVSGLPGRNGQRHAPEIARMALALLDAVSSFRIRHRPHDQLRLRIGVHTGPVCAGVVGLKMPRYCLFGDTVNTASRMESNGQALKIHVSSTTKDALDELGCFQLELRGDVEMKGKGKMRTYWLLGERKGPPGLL
FXN GAA850 act = activators of GAA850 frataxin (FXN) promoter. activation, % at 6 µM. HEK293 lucGAA850 FXN promoter luciferase reporter, 24 h; percent of 10 µM SAHA response. AID 540364. 360,000 tested, 0.56% active;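 active = activation above the average of all compounds screened plus 3 SD, cutoff fixed separately per campaign, cut at about 7.5% in these data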;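 also: 0% = DMSO wells and 100% = 10 µM SAHA wells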
Tn6 DDE FP = inhibitors of Tn6 peptide binding to human fibrin DD(E) | Fibrin DD(E) TRITC-Tn6 fluorescence polarization displacement | 370,000 tested, 0.21% active | inhibition, % at 8.3 µM | P02675;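 active = inhibition above a per-campaign cutoff: mean of compounds within control limits plus 3 SD, cut at about 15% in these data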;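 also: 0% = median of all compound wells on the plate and 100% = blocking peptide control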
ARFGAP1 inhibitor = inhibitors of rat ARFGAP1; Arfgap1-stimulated ARF1 GTP hydrolysis, GDP FP detection; Q62848; 360,000 tested, 0.26% active; inhibition, % at 16.5 µM;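 active = inhibition above a per-plate limit, mean inhibition of low control wells plus 3 SD, cut at about 25% in these data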;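 also: 0% = DMSO wells with enzyme and 100% = wells lacking Arfgap1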
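Assay system: purified rat His6-Arfgap1 residues 1-136 (GAP domain); Reagent: human Δ17 ARF1 bound to GTP; Dosing: 16.5 µM single point, 1.26% DMSO; Times: GTP hydrolysis reaction 2 h at 25 °C; Signal: FP, GDP Alexa 633 tracer displaced from anti-GDP antibody, 620/688 nm; Measure: % inhibition from polarization.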
NPR1 activator = GC-A (human) enzyme activation | P16066 | activation, % at 10 µM | 370,000 tested, 0.14% active | HEK293 GC-A cells, cGMP TR-FRET, EC30 ANP; 0% at EC30 ANP, 100% saturating ANP; in the data active = activation above about 40%
ASAP1 GAP inh = inhibitors of human ASAP1 ArfGAP activity | ASAP1-stimulated ARF1 GTP hydrolysis, GDP FP detection | AID 624377 | Q9ULH1 | 360,000 tested, 0.19% active | inhibition, % at 16.5 µM; in the data active = inhibition above about 25%;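 also: 0% = vehicle with enzyme and substrate and 100% = no enzyme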
sPLA2-III inh = Blocks human group III sPLA2 activity; 370,000 tested, 0.56% active; QFRET BODIPY PC-A2 liposome hydrolysis, fluorescence; Q9NZ20; inhibition, % at 12.2 µM;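 active = inhibition above mean plus 3 SD of compounds lying within the high and low control bounds, cut at about 19% in these data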;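 also: 0% = median of test compound wells and 100% = no enzyme DMSO wells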
* = called active by the depositor; i = inactive; x = no result given; + = active, no number.

SMILES	proKLK7 act	rCAG binder	ADAM10 inh	GC-B act	FXN GAA850 act	Tn6 DDE FP	ARFGAP1 inhibitor	NPR1 activator	ASAP1 GAP inh	sPLA2-III inh
CCOc1ncccc1C(=O)OCC(=O)c1c(N)n(C)c(=O)n(C)c1=O	-0.2	-5	7	0	1.7	2	-12	5	-6	10
Cc1nc2ccc(S(=O)(=O)N(C)CC(=O)NCc3ccc(N(C)C)cc3)cc2s1	-0.2	-4	-8	4	0.3	-7	6	-3	2	7
CCCc1nc2nc(C)c(NS(=O)(=O)c3ccc(C4CCCCC4)cc3)c(=O)n2[nH]1	0.4	59*	3	2	-0.2	3	6	-5	-1	-12
COc1cc(Br)cc2cc(C(=O)NCC3CCCO3)c(=O)oc12 (stereo not drawn)	0.3	-2	3	-3	-1.4	4	13	6	19	6
Cc1ccc2c(C)nc(N/C(N)=N/S(=O)(=O)c3ccc([N+](=O)[O-])cc3)nc2c1	0.7	11	12	-3	-0.6	2	-13	-7	0	4
CC(=O)NC(=S)Nc1ccc(S(=O)(=O)N(C)Cc2ccccc2)cc1	-0.2	2	-2	3	3.5	-6	6	0	15	0
COC(=O)/C=C1\SC(=NC(=O)c2ccc(C)cc2)NC1=O	0.2	11	-7	5	0.9	-4	9	10	-2	9
COc1ccc(OC)c(NC(=S)N2CCC(C(O)(c3ccccc3)c3ccccc3)CC2)c1	-0.3	2	10	-5	0.5	-2	15	-5	0	9
C(=C\c1ccccc1)/CSc1nnc(-c2cccnc2)o1	-0.1	-3	1	-4	0.0	6	-1	-2	1	5
CC(=O)N1CCC(=NNS(=O)(=O)c2cccc([N+](=O)[O-])c2)CC1	-0.7	-1	1	1	0.7	0	8	2	-6	2
COC(=O)c1ccc(NC(=O)COc2ccc([N+](=O)[O-])cc2)cc1	0.2	-3	-3	-4	-0.9	-1	8	5	-7	8
O=C(OCC#CCSc1nnc(-c2cccc3ccccc23)o1)c1ccco1	-9.0	0	-26	-2	2.5	-6	6	0	-11	-11
Cc1cc(=O)oc2cc(NC(=O)c3c(Cl)cnn3C)ccc12	-0.5	-2	-36	-3	0.1	2	-6	-6	5	-7
O=C(NCCCN1CCN(c2ccccc2F)CC1)C1CCC(=O)N1C1CCCCC1 (stereo not drawn)	0.4	-4	-4	1	1.6	-1	10	2	8	8
CSc1nc2c(cc1C#N)CCC2	-0.4	1	4	2	0.4	-1	-7	0	11	3
COc1ccc(CNC(=O)Cc2c(C(=O)O)[nH]c3ccccc23)cc1	0.3	2	-1	0	-0.5	2	4	1	17	1
CC(Sc1n[nH]c(-c2cccs2)n1)C(=O)N1CCCC1 (stereo not drawn)	0.4	3	-9	3	0.1	2	9	-3	-22	6
COc1ccc(OC)c(NC(=O)CN(c2ccc(C)cc2)S(=O)(=O)c2c(C)noc2C)c1	0.4	3	-2	-3	-1.9	2	-9	-4	6	-9
COc1ccc(-c2cc(C(=O)N3CCN(c4ccccc4F)CC3)c3ccccc3n2)c(OC)c1	-1.6	5	-50	3	0.6	-2	-3	0	-3	-4
O=C1NC[C@H](Cc2ccccc2)N(C[C@@H]2CCCN2C[C@H](Cc2ccccc2)N2C[C@H](Cc3ccc(O)cc3)N(CCc3ccccc3)C(=O)C2=O)C1=O	0.6	7	13	6	x	-3	6	6	5	-20
O=C(O)C1C2C=CC(C2)C1C(=O)OCC1CCCO1 (stereo not drawn)	0.2	-1	6	1	-1.5	6	7	-2	-2	10
Cc1ccc(S(=O)(=O)NC(=O)C2(C)CCN2C(=O)c2ccccc2)cc1 (stereo not drawn)	0.5	1	-2	-1	1.0	-3	-6	-4	-1	6
Cc1cc(NC(=O)NCc2ccccc2)c(=O)n(Cc2ccccc2F)c1	-0.9	-6	-36	9	1.4	-11	4	-2	-3	-2
COc1ccc(CNC(=O)C(CCSC)NS(=O)(=O)c2ccccc2F)cc1 (stereo not drawn)	0.0	-2	-4	-3	1.6	9	-7	2	-3	-4
Clc1ccc(N2CCOCC2)nn1	0.3	-1	-3	0	0.9	0	3	1	14	7

Additional structures
SMILES	proKLK7 act	rCAG binder	ADAM10 inh	GC-B act	FXN GAA850 act	Tn6 DDE FP	ARFGAP1 inhibitor	NPR1 activator	ASAP1 GAP inh	sPLA2-III inh
O=C(O)c1cc(N/C(=N\S(=O)(=O)c2ccc(F)cc2)c2ccccc2)ccc1O	-0.2	14	-3	5	-0.6	8	10	1	-5	-2
COc1ccc(C2=C(c3ccccc3)OC(OC)c3cc(F)ccc32)cn1 (stereo not drawn)	-0.1	5	-8	-1	x	-1	10	0	2	-3
O=C(NCCN1CCOCC1)c1cccc(S(=O)(=O)N2CCCC2)c1	-0.6	-1	5	-6	1.4	2	14	1	-3	0
Cc1cccc(N2C(=O)C3CC3C2=O)c1 (stereo not drawn)	-0.2	-1	-6	4	0.2	9	9	2	-5	0
Cn1nc(C(C)(C)C)cc1C(=O)Nc1nc2c(s1)C(=O)CC(C)(C)C2	1.3	1	0	0	0.9	5	-3	6	3	10
COc1ccc(C2CC(=O)C(C=NCCN3CCOCC3)=C(O)C2)cc1 (stereo not drawn)	-0.8	1	-2	10	-2.8	9	-13	2	1	-1
N#CCc1ccc(Oc2ncccn2)cc1	-0.6	2	7	4	1.7	-2	-1	0	-4	5
Cc1ccc(NC(=O)CSc2ccc3c(c2)OCCO3)c(O)c1	0.2	5	-9	2	0.8	-13	6	-1	3	-16
O=C(NCc1cccnc1)c1ccccc1NS(=O)(=O)c1ccc(Br)cc1	0.8	21	-3	2	1.1	-4	-8	4	-3	-11
N#CC1(Nc2cccc(Cl)c2)CCCC1	0.7	5	2	-8	2.5	-2	14	2	-5	-1
COc1ccc(CNC2c3ccccc3-c3ccccc32)cc1OC	-0.1	-2	11	-5	0.1	7	15	0	14	-2
Clc1ccc(-c2ccnc(Oc3cc(Cl)ccc3Cl)n2)cc1	0.0	2	-1	-30	-0.9	-1	-7	-10	4	-3
CN1C(=S)SC(C)(C)C1N(O)C(=O)Nc1ccc(Cl)cc1 (stereo not drawn)	0.6	-1	7	-3	1.3	-6	12	0	-2	-8
COc1ccccc1CN1CC(C(=O)N(Cc2cnn(C)c2)C(C)C)CCC1=O (stereo not drawn)	0.0	-5	2	0	0.5	-4	6	2	-9	11
CCN(Cc1ccccc1)Cc1nnnn1Cc1ccccc1	0.2	-8	3	-2	3.2	-2	-7	-2	-3	-6
COc1ccc(-c2cc(NC(C)=O)c3ncc(-c4cccc(C(C)=O)c4)n3c2)cc1OC	2.8	11	-65	7	2.1	-4	1	5	-1	-1
Cc1ccc[n+](C2=C([O-])c3ccccc3C(=O)C2=O)c1	0.0	0	-6	-3	x	-10	16	-3	-1	11
COC(=O)[C@]1(Cc2ccccc2)NC=C(C(=O)c2ccc(F)cc2)[C@@H]1c1ccccc1	0.7	2	-1	2	x	0	-10	2	-3	-53
CN(Cc1ccccc1F)C(=O)CNC(=O)Cc1cccc2ccccc12	0.5	-6	-12	-4	-0.2	-4	8	0	3	0
C=CCn1c(SCc2nc3ccccc3[nH]2)nnc1-c1cccc(OC)c1	-0.5	-2	-15	-6	1.9	-5	-1	-15	5	-5
CC1=C(C(=O)Nc2ccccc2F)C(c2ccsc2)C2=C(CC(C)(C)CC2=O)N1 (stereo not drawn)	5.8	0	-206	0	-4.3	6	-5	1	7	7
O=C(c1ccc(F)cc1)N1CCCC(C(=O)N2CCCCC2)C1 (stereo not drawn)	0.2	3	1	-1	0.1	-10	2	5	-5	-3
Cc1ccc(F)cc1NC(=O)CN1CCN(c2ccccn2)CC1	0.1	-3	-14	1	1.3	-1	8	-1	-10	11
Cn1cc(CN2CCCC(CO)(Cc3ccccc3)C2)c2ccccc21 (stereo not drawn)	0.6	8	15	-14	-4.0	-4	-2	-20	2	-9
COc1ccc(CCNC(=O)Cc2c(Cl)cccc2Cl)cc1	0.6	-3	-2	3	1.1	3	-7	-4	8	1

The list continues:
SMILES	proKLK7 act	rCAG binder	ADAM10 inh	GC-B act	FXN GAA850 act	Tn6 DDE FP	ARFGAP1 inhibitor	NPR1 activator	ASAP1 GAP inh	sPLA2-III inh
O=C(O)CCc1nc(-c2ccccc2Cl)no1	0.2	2	2	-4	0.1	-1	-8	5	4	1
CCN1/C(=C/C=C/c2oc3ccc(-c4ccccc4)cc3[n+]2CC)Oc2ccc(-c3ccccc3)cc21	-0.3	i	13	2	-9.8	+	8	-12	19	-357
O=C(NCc1ccccc1CN1CCCC1)c1cccc(S(=O)(=O)N2CCCC2)c1	-0.7	3	11	2	2.9	-4	-7	0	-9	-13
Cn1nnc(NC(=S)NC(=O)c2ccc3ccccc3c2)n1	1.5	3	-18	3	2.6	-3	6	2	-16	15
C=CCC(C(=O)Oc1c(C(C)(C)C)cc(C)cc1C(C)(C)C)c1ccccc1 (stereo not drawn)	-0.8	1	-9	-1	1.0	-8	3	-1	0	-3
O=C(NCc1ccccc1)/C(=N\O)c1ccccc1	-0.2	-1	3	6	-0.4	1	-5	3	-5	-2
O=S(=O)(Oc1ccccc1)c1cccnc1	0.2	2	4	2	-1.2	-1	3	-1	-19	1
O=C(Nc1nc(-c2cccs2)c(C(=O)C(F)(F)F)s1)c1ccco1	0.4	7	-4	0	1.6	3	10	9	-4	-10
C[C@@H]1CCCCO[C@H](CN(C)S(=O)(=O)c2cccs2)[C@H](C)CN([C@@H](C)CO)C(=O)c2cc(NC(=O)NC3CCCCC3)ccc2O1	0.2	7	15	3	-4.0	-5	25*	1	-3	-22
CC1CCCN(S(=O)(=O)CCNC(=O)c2ccccc2)C1 (stereo not drawn)	-0.2	-1	-2	-1	1.0	6	-8	1	-18	-4
CC(C)C(O)(CC#CCN1CCCC1)c1ccccc1 (stereo not drawn)	0.0	-2	2	2	0.0	0	11	0	15	-22
CC(C)CNC(=O)CN(C)S(=O)(=O)c1ccc(F)cc1	-0.3	-5	-2	-1	1.9	4	-10	6	11	22*
COc1ccc(CNC(=O)C[C@H]2C(=O)N(Cc3ccccc3)C[C@@H]2Cc2ccccc2)cc1	0.5	-4	-2	-18	-1.8	-5	8	-18	6	-23
O=c1[nH]c(Nc2ccc3c(c2)OCCO3)nnc1Cc1ccc(Cl)cc1	0.3	1	12	5	2.3	-9	0	1	8	1
O=Cc1ccc(OCC(=O)NCC2CCCO2)cc1 (stereo not drawn)	-0.3	0	0	2	2.0	-7	7	0	8	7

Filtered by structure: the compounds so far containing a COOH group
SMILES	proKLK7 act	rCAG binder	ADAM10 inh	GC-B act	FXN GAA850 act	Tn6 DDE FP	ARFGAP1 inhibitor	NPR1 activator	ASAP1 GAP inh	sPLA2-III inh
COc1ccc(CNC(=O)Cc2c(C(=O)O)[nH]c3ccccc23)cc1	0.3	2	-1	0	-0.5	2	4	1	17	1
O=C(O)C1C2C=CC(C2)C1C(=O)OCC1CCCO1 (stereo not drawn)	0.2	-1	6	1	-1.5	6	7	-2	-2	10
O=C(O)c1cc(N/C(=N\S(=O)(=O)c2ccc(F)cc2)c2ccccc2)ccc1O	-0.2	14	-3	5	-0.6	8	10	1	-5	-2
O=C(O)CCc1nc(-c2ccccc2Cl)no1	0.2	2	2	-4	0.1	-1	-8	5	4	1

Screening data (PubChem BioAssay)
